# Mac1 fbg enh = enhancers of CD11b/CD18 adhesion to fibrinogen, primary screen, K562 cells, luminescence | Integrin beta-2 (Homo sapiens) + Integrin alpha-M (Homo sapiens), P05107+P11215 | activation, % at 10 µM | hit rate 0.07% among 93,000 | AID 1499, 2009 | ATPlite luminescence;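 active = 10 µM primary screen giving 50% or more activity, confirmed by 40% or more on retest at that dose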; also: strong numbers were not always called active; reference of the scale not given here
# Target sequence (P05107 whole entry, looked up, other chains not shown): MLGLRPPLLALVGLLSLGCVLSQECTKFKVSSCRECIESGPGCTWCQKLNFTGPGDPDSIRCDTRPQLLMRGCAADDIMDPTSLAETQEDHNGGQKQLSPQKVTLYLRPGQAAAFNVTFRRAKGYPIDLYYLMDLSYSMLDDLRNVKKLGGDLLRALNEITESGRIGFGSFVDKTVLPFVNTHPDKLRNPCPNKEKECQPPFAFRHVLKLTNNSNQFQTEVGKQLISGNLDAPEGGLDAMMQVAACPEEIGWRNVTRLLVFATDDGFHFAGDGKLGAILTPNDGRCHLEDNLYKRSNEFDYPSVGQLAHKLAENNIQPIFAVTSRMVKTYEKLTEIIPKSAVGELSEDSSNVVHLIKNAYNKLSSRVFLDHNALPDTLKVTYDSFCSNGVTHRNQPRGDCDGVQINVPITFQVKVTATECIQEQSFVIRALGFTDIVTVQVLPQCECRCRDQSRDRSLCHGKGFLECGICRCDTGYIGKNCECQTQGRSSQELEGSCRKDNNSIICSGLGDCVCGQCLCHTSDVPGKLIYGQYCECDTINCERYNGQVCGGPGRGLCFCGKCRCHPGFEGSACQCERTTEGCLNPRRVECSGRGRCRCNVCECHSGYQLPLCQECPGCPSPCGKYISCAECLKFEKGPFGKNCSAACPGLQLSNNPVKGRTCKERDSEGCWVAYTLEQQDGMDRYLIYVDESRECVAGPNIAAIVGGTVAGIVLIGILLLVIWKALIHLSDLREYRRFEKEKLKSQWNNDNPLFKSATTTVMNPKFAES
# Active calls of the source: *. Some of the compounds tested, so the mix of outcomes need not match the whole.
SMILES | Mac1 fbg enh
CSCCC(NC(=O)c1ccc(Cl)cc1)C(=O)NC(C)(C)C (configuration not stated) | 2
O=C(Nc1ccc(Cl)c([N+](=O)[O-])c1)C(Sc1ccccc1)c1ccccc1 (configuration not stated) | -8
O=C(C1CCCN(S(=O)(=O)c2ccccc2[N+](=O)[O-])C1)N1CCN(c2ccccc2)CC1 (configuration not stated) | -2
Oc1ccc(-c2nnc(-c3ccccc3)c(-c3ccccc3)n2)cc1 | 2
O=C(O)C1CCN(C(=O)OCc2ccccc2)CC1 | 3
CCOC(=O)Cn1c(S(=O)(=O)Cc2cccc(F)c2)nc(-c2ccccc2)c1-c1ccccc1 | -2
Cc1ccc(NC(=O)C(OC(=O)c2ccc(NC(N)=O)cc2)c2ccccc2)cc1Cl (configuration not stated) | 62
COCCN(Cc1cc2cc3c(cc2nc1Cl)OCO3)C(=O)Nc1ccc(F)cc1 | -4
CSc1nc(C)c(CCOCc2ccccc2)c(=O)[nH]1 | 3
CCOC(=O)c1c(NC(=S)NC)sc2c1CC(C)(C)SC2 | -2
Cc1ccccc1-c1nsc(SCC(=O)NCc2ccc3c(c2)OCO3)n1 | -2
Cc1ccc(NC(=O)c2nc[nH]c2C(=O)N2CCCCC2)c(C(=O)c2ccccc2)c1 | 0
COc1ccc(N(CC(=O)Nc2cc(C)on2)S(=O)(=O)c2ccc(Cl)cc2)cc1 | -1
Cc1cc(=O)[nH]c(SCC(=O)Nc2ccccc2C#N)c1C#N | -3
Cc1ccc(C(=O)NCCCNc2ccc(C(F)(F)F)cc2[N+](=O)[O-])cc1 | -3
O=C(CCCC(=O)OCC(Cl)=C(Cl)Cl)Nc1ccccc1F | -5
O/N=C/c1ccccc1Oc1ccccc1 | 4
Cc1[nH]c2ccccc2c1C(=O)/C=C\c1ccccc1Cl | 1
c1ccc(CSc2ccc(-c3cccs3)nn2)cc1 | 3
CC(=O)/C(=N/Nc1ccccc1)Sc1nnc(C(O)c2ccccc2)n1-c1ccccc1 (configuration not stated) | 2
CC(=O)Nc1cc(C(=O)NCc2ccco2)ccc1Sc1ccc(F)cc1 | 2
O=C1NC(=O)/C(=C\c2ccc(Oc3ccc([N+](=O)[O-])cn3)cc2)S1 | -1
COc1ccc(NC(=S)N2CCN(c3ccccn3)CC2)cc1OC | -5
O=C(OCc1ccccc1Cl)c1cccnc1Cl | -2
C/C(CC(=O)NCC(C)C)=N\NC(=O)COc1cc(C)c(Br)cc1Br | 0
O=C(Cn1cnc2c(cnn2-c2ccc(F)cc2)c1=O)NCc1ccco1 | -2
Cc1ccc(S(=O)(=O)Nc2cccc(C(=O)Nc3cc(C)ccn3)c2)cc1 | -2
O=C(CCCN1C(=O)/C(=C/c2cccc(Br)c2)SC1=S)Nc1ccccn1 | -1
Oc1ccc(N=Nc2n[nH]c(-c3ccc(Br)cc3)n2)cc1 | -3
CN1C(=O)[C@@H]2[C@@H]3C[C@@H]([C@H]4ON=C(c5ccc(Cl)cc5)[C@@H]34)[C@@H]2C1=O | -1
O=C(c1cc(-c2ccccc2)nc2ccccc12)N1N=C(C(F)F)CC1(O)C(F)F (configuration not stated) | 2
Cc1ccc(NC(=O)c2cc(N3C(=O)C=CC3=O)ccc2Cl)cc1C | 1
O=C(NC(Cc1ccccc1)C(=O)O)/C(=C/c1ccc(F)cc1)NC(=O)c1ccccc1 (configuration not stated) | -3
CC1=CC(C)(C)n2c(O)c(N=NC(N)=S)c3cccc1c32 | 0
CCOC(=O)c1c(-c2ccccc2)csc1NC(=O)CSc1nncs1 | 2
Cn1cnnc1SC1c2cccc3cccc(c23)C1NS(=O)(=O)c1ccc(Cl)cc1 (configuration not stated) | 0
O=C(Nc1cc2c3c(c1)C1CCCC1CN3CC1CCCC21)c1ccccc1 (configuration not stated) | 0
CCC(C)(C)c1nnc(NC(=O)c2ccc([N+](=O)[O-])cc2)s1 | -6
O=C(COc1cccc2ccccc12)NNC(=O)c1cccs1 | 4
O=C(COc1ccc(Cl)cc1Cl)Nc1ccc(S(=O)(=O)NC2=NCCCCC2)cc1 | -3
O=[N+]([O-])c1ccc(Cl)c(/C=N/n2c(C3CCCCC3)n[nH]c2=S)c1 | 0
CN(C(=O)CSc1nnc2ccccn12)c1c(N)n(Cc2ccccc2)c(=O)[nH]c1=O | 4
O=C(CCNC(=O)c1ccccc1Cl)NCC12CC3CC(CC(C3)C1)C2 | 0
N#Cc1c(NC(=O)CSc2nc3c(c(C(F)(F)F)n2)CCc2ccccc2-3)sc2c1CCCC2 | 56
Cc1ccc(C(C(=O)NC2CCCC2)N(C(=O)Cc2cccs2)c2ccc(C)c(C)c2)o1 (configuration not stated) | 1
Cc1ccc(C)c2c1cc(C)c1nnc(SCC(=O)N3CCCc4ccccc43)n12 | -1
CC1CCCCC12NC(=O)N(CC(=O)NC(=O)Nc1ccc3c(c1)OCCO3)C2=O (configuration not stated) | -6
COc1ccc(C)cc1NC(=O)C(OC(=O)c1cc(C)oc1C)c1ccccc1 (configuration not stated) | 5
CCOC(=O)Nc1nc(C)c(C(=O)c2ccc(Cl)cc2)s1 | -2
CC(/C=N/NC(=O)c1cc(-c2ccc(Cl)cc2)nc2ccccc12)=C\c1ccco1 | -1

# Reformatted: 7 of the compounds above
Mac1 fbg enh | Compound
-3 | O=C(COc1ccc(Cl)cc1Cl)Nc1ccc(S(=O)(=O)NC2=NCCCCC2)cc1
1 | Cc1ccc(NC(=O)c2cc(N3C(=O)C=CC3=O)ccc2Cl)cc1C
2 | CCOC(=O)c1c(-c2ccccc2)csc1NC(=O)CSc1nncs1
-6 | CC1CCCCC12NC(=O)N(CC(=O)NC(=O)Nc1ccc3c(c1)OCCO3)C2=O (configuration not stated)
0 | O=[N+]([O-])c1ccc(Cl)c(/C=N/n2c(C3CCCCC3)n[nH]c2=S)c1
2 | O=C(c1cc(-c2ccccc2)nc2ccccc12)N1N=C(C(F)F)CC1(O)C(F)F (configuration not stated)
-3 | Oc1ccc(N=Nc2n[nH]c(-c3ccc(Br)cc3)n2)cc1

# The list goes on:
SMILES | Mac1 fbg enh
CC(=O)Nc1cccc(C(=O)OCc2ccc(C(=O)Oc3ccc(Cl)cc3)cc2)c1 | 3
COc1cc(OC)cc(C(=O)NCC(=O)OCC(=O)c2cc(OC)ccc2OC)c1 | -3
CCOC(=O)C1CCN(c2ccc(C(N)=O)cc2[N+](=O)[O-])CC1 | 3
COc1ccc(C2Nc3ccccc3C(=O)N2c2ccccc2)cc1COc1ccccn1 (configuration not stated) | -2
O=C(COc1ccccc1Cl)Nc1cnn(Cc2ccccc2)c1 | -1
COc1ccc(CCN(C(=O)C(F)(F)F)C(C(=O)NC2CCCCC2)c2cccs2)cc1 (configuration not stated) | 1
O=C(CSc1nc2ccccc2c(=O)n1-c1ccccc1)N1CCCc2ccccc21 | -4
COC(=O)c1cc(OC)c(OC)cc1NC(=S)N1CCN(Cc2ccccc2)CC1 | -1
CC1CCc2c(nc3sc4c(c3c2N)CCCC4)C1 (configuration not stated) | -3
CCOC(=O)C1=C(C)C(c2ccc(OC)cc2)NC(=S)N1 (configuration not stated) | 1
Cc1ccc2nc(N(CCCN(C)C)C(=O)CCc3ccccc3)sc2c1 | 4
COC(=O)c1ccc(COc2ccccc2/C=N/NS(=O)(=O)c2ccccc2)cc1 | -3
COc1ccc([N+](=O)[O-])cc1NC(=O)CSc1nncn1-c1ccccc1 | -3
CS(=O)(=O)c1ccc(C(=O)Nc2cc(S(C)(=O)=O)ccc2Cl)cc1 | 2
CC(NC(=O)c1ccc(Cl)cc1)c1nnc(SCc2ccc([N+](=O)[O-])cc2)n1C (configuration not stated) | 0
COc1cc(CNCCc2ccc(S(N)(=O)=O)cc2)ccc1OCc1ccc(Cl)cc1 | -5
CCN(CC)C(=O)CSc1nc2ccccc2c(=O)n1CC | -4
COC(=O)c1ccccc1NC(=O)/C=C/c1ccco1 | -6
Cc1cc(CSc2ccccc2)ccc1NC(=O)c1ccc(Cl)c([N+](=O)[O-])c1 | 0
CN1CCN(c2ccc([N+](=O)[O-])c(-n3nc(-c4ccccc4)c4ccccc4c3=O)c2)CC1 | -3
Cc1[nH]c2ccccc2c1C(=O)CSc1nc2ccccc2[nH]1 | 21
CCOc1ccc2ccccc2c1/C=N/NC(=O)CNC(=O)C(c1ccccc1)c1ccccc1 | 6
CN1c2ccccc2C(O)=C(C(=S)Nc2ccc(F)c(Cl)c2)S1(=O)=O | -10
O=Nc1c(O)n(Cc2ccc(Cl)cc2Cl)c2ccccc12 | -3
O=C(Nc1ccc2nc3ccccc3nc2c1)c1ccccc1 | 66
COC(=O)c1ccc(NC(=O)C(=O)N2CCN(C(=S)NCCc3ccccc3)CC2)cc1 | 1
COc1ccc(/C=N/Nc2nc(=O)[nH]nc2C)cc1[N+](=O)[O-] | 2
CN(Cc1ccccc1)C(=O)COC(=O)c1ccccc1Nc1ccccc1 | -2
CNC(=S)NNC(=O)c1sccc1OCc1ccccc1 | 0
Cc1ccc(S(=O)(=O)N/N=C\C=C\c2ccccc2)cc1 | 4
NS(=O)(=O)c1cccnc1Nc1c(Cl)cccc1Cl | -6
Cc1ccc(Nc2n[nH]c(C)c2[N+](=O)[O-])cc1 | -2
Cc1nc(CS(=O)c2ccc(Cl)cc2)cc(N2CCOCC2)n1 (configuration not stated) | 0
CCCn1c(SCC(=O)c2c[nH]c3ccccc23)nnc1-c1ccncc1 | 7
Fc1cccc(Cn2cc(C(=S)N3CCCCC3)c3ccccc32)c1 | -4
Cc1nnc2c3ccccc3c(-c3cccc4ccccc34)nn12 | 4
Oc1ccc(Cl)cc1C(C#Cc1ccccc1)N1CCOCC1 (configuration not stated) | 5
Nc1c(S(=O)(=O)c2cc(Cl)ccc2Cl)c2nc3ccccc3nc2n1CCN1CCOCC1 | 1
NC(=O)c1c(Nc2nc3c(F)cccc3s2)sc2c1CCCC2 | 7
Cc1ccc(SCC(=O)Nc2cccc(-c3nnc(-c4ccco4)o3)c2)cc1 | 4
CCCCNC(=S)N(C)/N=C/c1ccc2c(c1)OCO2 | 0
N#Cc1c(Nc2ccccc2)sc(C(=O)C2CC2)c1N | -1
O=C1CC(=C(c2ccccc2)c2ccccc2)C(=O)N1CCCCN1CCN(c2ccccc2)CC1 | 2
O=C(/C=C/c1ccco1)Oc1cc(Br)cc(/C=N/NC(=O)c2ccccc2O)c1 | 0
O=C(/C=C/c1ccc([N+](=O)[O-])cc1)NCCSc1ccccc1 | -6
CCn1ncc(/C=C/C(=O)Nc2c(C)nn(CC)c2C)c1C | -6
CC(C)OC(=O)CN1C(=O)S/C(=C/c2ccc(N3CCCCC3)o2)C1=O | -1
CC(Oc1ccccc1F)C(=O)/C=C/N(C)C (configuration not stated) | -4
CN(CCNC(=O)c1cn(C)c2ccc(S(=O)(=O)N3CCCC3)cc2c1=O)CCc1ccccc1 | -6
CCOC(=O)c1[nH]c(C)c(C(=O)OCC(=O)N2CC(=O)Nc3ccccc32)c1C | -1

# Further entries
SMILES | Mac1 fbg enh
O=C(COc1ccc(Cl)cc1Br)NNC(=O)C(=O)N1CCCCC1 | -2
CCOCC(=O)Nc1cc([N+](=O)[O-])ccc1C | 0
Cc1cccc(C)c1NC(=O)c1c(C)nn(-c2ccccc2)c1Cl | 2
Cc1cc[n+](-c2[nH]c(=O)sc2/C=N/NC([S-])=Nc2ccccc2)cc1 | 30
N#Cc1ccc(OCC(=O)Nc2cc(S(=O)(=O)N3CCCCC3)ccc2N2CCCCC2)cc1 | 1
COc1ccccc1C1CC(c2ccco2)=NN1c1ccccc1 (configuration not stated) | -1
CCOC(=O)CCCNC(=O)COC(=O)[C@@H]1CCCN1S(=O)(=O)c1ccc(Cl)cc1 | -6
O=C(CN1CCSC1=NCc1ccccc1)c1ccc(Cl)cc1 | 8
Cc1c(C(=O)NCc2ccccc2)cnn1-c1ccccc1 | -2
Cn1c(N)c(C(=O)Nc2ccc3ccccc3c2)sc1=S | 0
CC1=C(C(=O)Nc2ccccc2F)C(c2ccsc2)C2=C(CC(c3ccccc3)CC2=O)N1 (configuration not stated) | 0
Cc1ccc(-c2csc(NC(=O)CCCc3cccs3)n2)cc1 | 5
CC(=O)c1cccc(NC(=O)CSCc2ccc(Br)cc2)c1 | -3
Cc1cccc(NCCC(=O)c2ccc(Br)cc2)c1 | -6
Cc1ccc(S(=O)(=O)N(C)CC(=O)OCC(=O)c2c(N)n(C)c(=O)n(C)c2=O)cc1 | 5
COC(=O)c1cc(NC(=O)Nc2ccccc2OC)cc(C(=O)OC)c1 | -3
O=C1CN(C(=O)c2cc([N+](=O)[O-])ccc2Cl)C(c2ccccc2)c2cc(F)ccc2N1 (configuration not stated) | 1
CC(C)CN1CN(Cc2ccco2)CNC1=S | 3
CCN(CC)C(=O)c1c2c(nc3ccccc13)-c1ccccc1CC2 | -3
CC1CCCC(NC(=O)COC(=O)Cc2ccsc2)C1C (configuration not stated) | -1
CC(C)NC(=S)Nc1ccc(Oc2ccccc2)cc1 | 1
CC(C)OCCCNC(=O)c1c(N)n(/N=C/c2cccs2)c2nc3ccccc3nc12 | 149*
CSc1ccccc1NC(=O)CN(C)Cc1ccc(Br)cc1 | 6
CC1=C/C(=N\NC(=O)c2ccc(O)cc2)CC1 | 1

# Part of the list above in another layout.
CCN(CC)C(=O)c1c2c(nc3ccccc13)-c1ccccc1CC2
  Mac1 fbg enh = -3
CC1CCCC(NC(=O)COC(=O)Cc2ccsc2)C1C (configuration not stated)
  Mac1 fbg enh = -1
CC(C)NC(=S)Nc1ccc(Oc2ccccc2)cc1
  Mac1 fbg enh = 1
CC(C)OCCCNC(=O)c1c(N)n(/N=C/c2cccs2)c2nc3ccccc3nc12
  Mac1 fbg enh = 149*

# Screening results deposited in PubChem by Sanford-Burnham Center for Chemical Genomics.
